High-throughput results from PubChem.
sPLA2-III inh = Inhibits HGIII-sPLA2 liposome hydrolysis, primary screen | hit rate 0.56% among 370,000 | QFRET BODIPY PC-A2 liposome hydrolysis, fluorescence | inhibition, % at 12.2 µM | AID 743126;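 active means inhibition above mean plus 3 SD of compounds lying within the high and low control bounds, cut at about 19% in these data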;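 further: 0% = median of test compound wells and 100% = no enzyme DMSO wells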
Target sequence (Q9NZ20 whole entry, looked up): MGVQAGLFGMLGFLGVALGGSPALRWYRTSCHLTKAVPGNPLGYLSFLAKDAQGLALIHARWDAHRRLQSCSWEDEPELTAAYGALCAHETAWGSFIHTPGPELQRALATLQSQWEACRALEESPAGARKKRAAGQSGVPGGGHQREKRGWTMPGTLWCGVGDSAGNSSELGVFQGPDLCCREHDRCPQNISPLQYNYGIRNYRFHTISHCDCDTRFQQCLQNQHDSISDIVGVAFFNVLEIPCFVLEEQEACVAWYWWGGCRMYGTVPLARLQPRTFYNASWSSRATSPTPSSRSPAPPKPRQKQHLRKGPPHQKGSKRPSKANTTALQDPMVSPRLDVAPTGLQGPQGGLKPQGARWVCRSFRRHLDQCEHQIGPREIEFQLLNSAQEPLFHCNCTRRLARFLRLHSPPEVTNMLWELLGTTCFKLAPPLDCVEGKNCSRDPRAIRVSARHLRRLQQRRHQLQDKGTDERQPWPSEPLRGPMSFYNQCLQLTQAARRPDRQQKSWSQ
ssDAF12 agonist = S. stercoralis DAF-12 activation, primary screen; HEK293 ssDAF-12/GRIP1 lit1-tk-luc reporter, luminescence; % of 3 µM dafachronic acid response; activation, % at 6.8 µM; hit rate 1% among 370,000;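 active means activation above the mean over all tested compounds plus 3 SD, cut at about 0.9% in these data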;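 further: 0% = DMSO-only wells and 100% = 3 µM delta7-dafachronic acid wells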
proKLK7 act = activates the human kallikrein-7 zymogen; hit rate 0.9% among 370,000; activation, % at 7 µM; AID 652039; purified proKLK7, EDANS-DABCYL substrate fluorescence; 100% is mature enzyme control, 0% vehicle; P49862;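 active means activation above the mean of all tested compounds plus 3 SD, computed per campaign excluding outliers beyond control limits, cut at about 13% in these data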
Target sequence (P49862 whole entry, looked up): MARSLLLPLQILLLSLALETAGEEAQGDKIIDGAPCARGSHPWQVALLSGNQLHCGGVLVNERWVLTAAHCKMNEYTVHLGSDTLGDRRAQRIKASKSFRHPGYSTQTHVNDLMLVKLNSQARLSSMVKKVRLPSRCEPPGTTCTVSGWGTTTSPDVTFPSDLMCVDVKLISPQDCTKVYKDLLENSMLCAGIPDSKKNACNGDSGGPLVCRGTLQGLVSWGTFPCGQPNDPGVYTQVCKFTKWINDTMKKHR
hcDAF12 agonist = activates DAF-12 receptor from parasite H. contortus; HEK293 hcDAF-12 lit1-tk-luc reporter, luminescence; 0% DMSO, 100% Δ7-dafachronic acid; activation, % at 6.8 µM; hit rate 1.4% among 370,000; AID 652067;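 active means activation above the mean of all tested compounds plus 3 SD, cut at about 5.5% in these data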;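 further: 100% = response to 3 µM Δ7-dafachronic acid high control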
DAX1 inh-1 = NR0B1 (DAX1) inhibition | AID 504766 | inhibition, % at 6.75 µM | P51843 | HEK293 Gal4-DAX1 luciferase reporter, luminescence | hit rate 0.99% among 340,000;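 active means inhibition above the mean over all tested compounds plus 3 SD, cut at about 4.2% in these data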;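 further: 0% = DAX1-transfected cells with DMSO and 100% = empty-vector control cells with DMSO; inhibition shows as a rise in luminescence from relieved DAX1 repression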
Target sequence (P51843 207-470 limits assumed): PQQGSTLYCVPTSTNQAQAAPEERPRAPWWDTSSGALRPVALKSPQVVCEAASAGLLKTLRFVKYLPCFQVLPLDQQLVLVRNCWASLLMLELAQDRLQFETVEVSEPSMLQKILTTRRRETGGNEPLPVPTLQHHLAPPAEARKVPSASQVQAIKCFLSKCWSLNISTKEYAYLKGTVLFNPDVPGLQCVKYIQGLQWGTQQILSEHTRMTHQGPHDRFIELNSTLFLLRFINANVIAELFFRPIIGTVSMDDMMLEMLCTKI
hgDAF-12 ag = hgDAF-12 agonism, primary luciferase screen. HEK293 GAL4-hgDAF12 UAS-luciferase reporter, agonist luminescence; normalized to butyrate control. activation, % at 6.8 µM. hit rate 1.8% among 370,000;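 active means activation above a cutoff set at the mean of all screened compounds plus 3 SD, cut at about 10% in these data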;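 further: 0% = DMSO wells and 100% = sodium butyrate wells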
NPR2 activator = GC-B (human) receptor activation; hit rate 0.11% among 370,000; HEK293-GC-B cells, CNP EC30, cGMP TR-FRET; 0% at EC30 CNP, 100% saturating CNP; activation, % at 10 µM; P20594;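 active means activation at 10 µM reaching about 35% in either raw or pattern-adjusted values, limit read from the data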
GC-A act = GC-A (human) enzyme activation. HEK293 GC-A cells, cGMP TR-FRET, EC30 ANP; 0% at EC30 ANP, 100% saturating ANP. hit rate 0.14% among 370,000. activation, % at 10 µM. AID 1671463. P16066; in the data active means activation above about 40%
SMARCA2 activ = SMARCA2 function activation, primary screen | hit rate 1% among 370,000 | activation, % at 9.1 µM | MG213 cells, MMTV-luciferase reporter, dexamethasone, overnight; in the data active means activation above about 7.8%;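 further: 0% = vehicle wells and 100% = reference activator wells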
FXN GAA850 act = frataxin GAA850 promoter activation; HEK293 lucGAA850 FXN promoter luciferase reporter, 24 h; percent of 10 µM SAHA response; activation, % at 6 µM; hit rate 0.56% among 360,000;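 active means activation above the average of all compounds screened plus 3 SD, cutoff fixed separately per campaign, cut at about 7.5% in these data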;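 further: 0% = DMSO wells and 100% = 10 µM SAHA wells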
DAX1 inh-2 = blocks DAX1 repression of SF-1 activated StAR promoter; HEK293T StAR-luciferase reporter, SF-1/DAX-1 repression relief; inhibition, % at 6.8 µM; hit rate 1.1% among 370,000; AID 652010;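 active means inhibition above the mean over all tested compounds plus 3 SD, cut at about 3.6% in these data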;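 further: 0% = DAX-1 cells with DMSO and 100% = cells lacking DAX-1 with DMSO; higher inhibition means more luminescence from relief of DAX-1 repression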
The depositor's hits bear a star; . = not tested or not shown. An unsorted share of the library. About 6.7% of those tested had a hit in this group.

SMILES | sPLA2-III inh | ssDAF12 agonist | proKLK7 act | hcDAF12 agonist | DAX1 inh-1 | hgDAF-12 ag | NPR2 activator | GC-A act | SMARCA2 activ | FXN GAA850 act | DAX1 inh-2
Cc1ccc(S(=O)(=O)N2[C@@H](c3cccc4ccccc34)C(C(=O)O)=C[C@H]2C(C)(C)C)cc1 | -20.3 | -1.4 | -0.3 | -1.3 | -0.8 | 0.2 | -0.3 | 0.5 | -4.1 | 2.9 | -1.5
CCn1c(SCCN2CCCCC2)nnc1-c1ccc(S(=O)(=O)N2CCOCC2)cc1 | -2.5 | 0.9 | -0.3 | -0.4 | -1.1 | -0.3 | 0.2 | -0.3 | 0.7 | -0.9 | -0.3
CC1(C(=O)NS(=O)(=O)Cc2cccc(Cl)c2)CCN1C(=O)Cc1ccccc1 (stereo not given) | -2.2 | -1.7 | 0.1 | -2.2 | . | 2.4 | 2.6 | -0.8 | 5.4 | 0.1 | 0.2
CC(=O)c1cc(CN2CCC(n3nccc3NC(=O)c3ccccc3Cl)CC2)cs1 | 7.8 | -0.7 | -0.6 | -1.8 | 0.3 | -1.9 | 1.6 | 2.4 | -2.2 | 0.1 | -1.4
COc1ccc([N+](=O)[O-])cc1NC(=O)Cn1ccsc1=N | 14.3 | -1.1 | -0.5 | 0.4 | 0.5 | 3.7 | 0.2 | -0.6 | -2.2 | -0.7 | 1.1
C=CCn1c(COc2ccccc2)nnc1SCC(=O)N/N=C/c1ccc(C)cc1 | -11.8 | -1.3 | -0.1 | -0.5 | 0.6 | -0.6 | -3.6 | -5.0 | -2.2 | -0.7 | -0.7
CN(C)c1nc(Oc2ccc(C(=O)OCC(=O)Nc3ccccc3)cc2)nc(N(C)C)n1 | 5.0 | -1.1 | -0.2 | 1.3 | 1.4 | -1.2 | 6.9 | 5.5 | -1.6 | 0.1 | 0.3
COc1ccc(N(CC(=O)Nc2ccccc2F)S(=O)(=O)c2ccc(OC)c(OC)c2)cc1 | -7.6 | -1.6 | -0.1 | -2.9 | 2.1 | -2.1 | -1.9 | -2.1 | -1.3 | -2.2 | -0.2
OC(c1cccc(Cl)c1)c1nc(-c2ccoc2)cs1 (stereo not given) | 0.2 | -0.7 | -1.1 | -0.5 | . | 1.6 | -1.2 | 1.9 | -1.3 | 0.5 | 0.8
COc1ccc(NC(=O)/C=C/c2ccco2)cn1 | 3.3 | -0.6 | 0.4 | 2.7 | -0.1 | 8.5 | -4.8 | -2.5 | 3.2 | 5.1 | 1.6
COc1ccc(CSc2ccc(S(=O)(=O)N3CCCC3)cn2)cc1F | -4.5 | -1.7 | 0.0 | -1.9 | 0.0 | -2.6 | 4.8 | 1.8 | -2.1 | -1.6 | -2.5
O=C(NNC(=O)C1CC(c2cccs2)=NO1)Nc1ccccc1 (stereo not given) | -3.5 | -1.0 | -0.5 | 1.2 | 0.9 | -1.6 | -3.0 | 0.4 | -0.1 | 2.5 | -1.7
Cc1cc(C)c2nc(NNC(=O)c3ccc(S(=O)(=O)N4CC(C)CC(C)C4)cc3)sc2c1 (stereo not given) | 40.6* | -1.7 | -2.8 | 1.5 | -0.6 | -9.6 | -5.9 | -4.7 | -2.1 | -0.5 | -2.6
Cc1ccc(/C=C/C(=O)Nc2cc(S(N)(=O)=O)ccc2O)cc1 | -29.8 | -2.1 | 0.8 | -0.3 | 0.6 | 0.3 | 0.1 | 0.3 | -0.7 | -1.6 | -0.3
Cc1cc(CNC(=O)Cc2ccc(F)cc2)c2ccccc2n1 | -5.8 | -2.1 | -0.1 | 0.4 | -0.3 | 0.6 | -1.5 | -1.1 | -3.3 | 1.8 | 0.4
O=C(CNCc1ccc(Cl)cc1)Nc1ccc(C(=O)N2CCCCCC2)cc1 | -9.0 | -1.1 | 0.2 | -0.7 | -1.3 | -2.4 | -3.4 | 1.2 | -2.3 | -0.4 | -0.3
O=C(O)c1ccc2c(c1)C(=O)N(c1cccc3ccccc13)C2=O | -0.3 | 0.1 | -4.2 | 0.5 | 0.5 | 3.0 | 6.4 | 1.0 | -1.4 | 1.5 | 0.2
CC(/C=N/N1CCN(c2ccc(C)cc2)CC1)=C\c1ccccc1 | -1.1 | -1.1 | 0.1 | -1.7 | 2.1 | 0.3 | 9.8 | 5.5 | 0.2 | 0.1 | 0.1
COc1ccc(-c2cc(=O)n(CCC#N)[nH]2)cc1 | -0.9 | -0.3 | -9.1 | 1.4 | -1.7 | -4.5 | 8.8 | -1.2 | 12.7* | -2.4 | -2.5
c1ccc(Cn2nnnc2C(c2ccccn2)N2CCOCC2)cc1 (stereo not given) | 3.1 | -0.7 | 0.3 | -1.0 | 0.2 | 1.9 | 0.8 | 2.0 | -1.7 | 1.9 | 0.6
CC1CC(C)CN(C(=O)COC(=O)CNS(=O)(=O)/C=C/c2ccccc2)C1 (stereo not given) | -15.6 | -1.2 | 0.2 | -0.1 | 0.0 | 1.3 | -1.2 | 3.7 | -0.8 | -1.0 | 0.3
CCOC(=O)Cn1nc(C)c(NC(=O)COc2ccccc2[N+](=O)[O-])c1C | 2.2 | -0.5 | 0.2 | -0.6 | 0.3 | 3.6 | -0.1 | 0.7 | -2.7 | -1.0 | -0.3
Cc1ccc(N2CC(C(=O)Nc3ccc(C)c(S(=O)(=O)N(C)C)c3)CC2=O)cc1 (stereo not given) | -12.5 | -2.0 | -0.1 | -0.7 | -1.0 | 0.6 | -4.9 | 1.4 | -2.5 | -0.3 | -1.4
Cc1ccc(N(C(=O)CNC(=O)c2ccco2)C(C(=O)NC2CCCCC2)c2cccnc2)cc1C (stereo not given) | 1.1 | -1.2 | 0.5 | 1.6 | -1.3 | 0.4 | 1.6 | 7.9 | 0.5 | 3.0 | 0.1
CN(CCOc1ccccc1)C(=O)C1CCC(=O)N(CCN2CCOCC2)C1 (stereo not given) | 1.3 | -1.1 | 0.6 | -0.5 | 0.4 | -1.1 | -0.2 | -1.4 | -0.7 | 0.2 | 1.4
CCCc1cc2c(=O)c(-c3ccc4c(c3)OCCO4)c(C)oc2cc1OS(C)(=O)=O | -5.0 | -2.5 | -0.2 | -3.4 | -0.1 | -5.7 | 3.5 | 5.8 | -2.0 | 1.5 | -1.5
ClCc1csc(-c2ccc(Cl)cc2)n1 | -0.8 | -0.6 | 0.4 | -0.2 | 0.1 | 1.4 | 6.7 | 0.6 | 3.4 | 0.7 | 0.0
CSc1ccccc1NC(=O)C1C2CCC(C2)C1C(=O)O (stereo not given) | 1.0 | 0.1 | -0.1 | -0.8 | 0.2 | 4.8 | 0.3 | 3.2 | 2.2 | 2.5 | -0.2
CCCCCCn1cc(CN2CC=CS2(=O)=O)nn1 | 9.4 | -2.0 | -0.2 | -1.2 | . | 5.0 | 5.4 | 4.3 | -5.4 | . | 0.2
N#Cc1ccc(/C=N/NC(=O)CCc2ccc(S(=O)(=O)N3CCOCC3)cc2)cc1 | 0.6 | -1.7 | 0.7 | 0.2 | 0.1 | -1.0 | -2.6 | -4.4 | 1.0 | 4.2 | -0.4

Structures listed above that bear a hit mark in SMARCA2 activ.
SMILES	sPLA2-III inh	ssDAF12 agonist	proKLK7 act	hcDAF12 agonist	DAX1 inh-1	NPR2 activator	GC-A act	SMARCA2 activ	DAX1 inh-2
COc1ccc(-c2cc(=O)n(CCC#N)[nH]2)cc1	-0.9	-0.3	-9.1	1.4	-1.7	8.8	-1.2	12.7*	-2.5

(continued)
SMILES | sPLA2-III inh | ssDAF12 agonist | proKLK7 act | hcDAF12 agonist | DAX1 inh-1 | hgDAF-12 ag | NPR2 activator | GC-A act | SMARCA2 activ | FXN GAA850 act | DAX1 inh-2
CCn1c(SCC(=O)NCc2ccc3c(c2)OCO3)nc2c(c1=O)SCC2 | 4.5 | -0.5 | -0.6 | -0.1 | 0.6 | -1.0 | 6.7 | 0.5 | 0.2 | -1.8 | 0.4
COCCn1c(=NC(=O)c2ccccc2[N+](=O)[O-])sc2cc(S(C)(=O)=O)ccc21 | 12.2 | -0.7 | 0.6 | 0.5 | 0.8 | 5.7 | 3.9 | 3.7 | 1.2 | 8.1* | -0.2
Cn1c(=O)c([N+](=O)[O-])c(-n2ccnc2)c2ccccc21 | -3.0 | -0.4 | 0.5 | 1.1 | 1.4 | 3.6 | -1.5 | 7.9 | 2.7 | 2.1 | 0.7
O=C1C=C(c2ccccc2Oc2ccccc2)C[C@@H](c2ccc3c(c2)OCO3)C1 | -4.4 | -1.6 | 0.0 | 1.1 | -0.5 | -1.1 | 13.0 | 2.3 | 0.8 | 1.7 | 0.3
CN(CC(=O)Nc1ccccc1Br)C(=O)CNC(=O)c1ccc(Oc2ccccc2)cc1 | -14.0 | -1.8 | 1.1 | -0.8 | -1.1 | -0.8 | 1.6 | 3.3 | -0.6 | 2.4 | -3.6
Cn1c(-c2ccncc2)nc2ccccc21 | 1.9 | -1.2 | 0.1 | 0.0 | 0.1 | 2.4 | 4.4 | 3.6 | 1.3 | 0.2 | -0.1
CC(=O)N/N=C(\C)C1COc2ccccc2O1 (stereo not given) | 2.6 | -1.8 | 0.4 | -0.5 | -1.1 | -0.6 | -1.2 | -2.2 | -1.9 | 0.6 | 0.3
CC(C)CC(NC(=O)C1CCC(=O)N1)C(=O)NC(CC(C)C)C(=O)N1CCCC1C(N)=O (stereo not given) | 2.5 | -1.0 | 0.0 | -1.1 | 1.2 | -1.5 | -2.5 | 4.5 | -0.8 | 3.2 | -0.1
CSc1ccccc1NC(=O)CN(Cc1ccc(Cl)cc1)S(C)(=O)=O | -13.7 | -1.0 | 0.2 | -1.3 | -1.3 | 0.4 | -3.9 | -19.9 | -2.2 | -0.7 | -0.4
CCN(CC)S(=O)(=O)c1ccc(S(=O)(=O)N(Cc2ccccn2)Cc2ccco2)cc1 | -12.1 | -1.9 | 0.7 | -3.5 | -1.1 | -4.9 | 0.3 | 0.8 | -2.2 | 0.7 | -1.1
CC(C)[C@H](NC(=O)N1CCC(Cc2ccccc2)CC1)C(=O)O | 10.9 | -1.6 | -0.6 | 1.2 | 1.0 | -0.7 | -0.9 | -4.9 | -3.8 | 0.9 | 0.1
Cc1ccc(C#N)c(SCc2nnc(-c3ccc(Cl)cc3)o2)n1 | 2.7 | -3.5 | 0.0 | -7.5 | -1.6 | -16.4 | -4.4 | -14.9 | -7.9 | -18.0 | -3.3
O=S1(=O)N=C(N(Cc2cccs2)c2ccc(O)cc2)c2ccccc21 | -18.1 | -0.5 | 0.0 | -2.2 | -1.9 | -2.4 | 2.1 | -2.5 | 0.2 | -1.0 | -0.5
Cc1nc(N)nc(N)c1CCCc1ccc(Cl)c(Cl)c1 | 3.7 | -0.9 | 0.3 | -2.8 | -3.2 | -5.3 | -5.6 | 1.8 | -4.4 | -4.0 | -1.4
COC(=O)Nc1nc(C)c(C(=O)N(C)C)s1 | 0.0 | -1.3 | 0.1 | -0.2 | 1.4 | 2.3 | 6.7 | 2.6 | -1.1 | -0.6 | -0.4
O=C(CCS(=O)(=O)c1ccccc1)NNC(=O)CSc1ccccc1F | 5.9 | -1.0 | -0.9 | -0.3 | 0.1 | 0.7 | 2.3 | -1.5 | -0.5 | -0.4 | -0.1
